Screens deposited in PubChem by Broad Institute.
Statin myotox sup: suppressors of statin myotoxicity in C2C12 myotubes, primary screen, cell-based, single point, plate reader. C2C12 myotubes + simvastatin, ATP luminescence, 48 h; scaled: DMSO 0, geranylgeraniol control 100. rescue of ATP level, % at 7.49 µM. 0.78% of 330,000 active. AID 602340, 2012;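 active means mean ATP rescue above about 67%, or every replicate alone reaching that limit, limit read from the data, passing the limit was not always enough; inconclusive means no clear call, values can overlap the other calls; inactive means mean under the limit and some replicate under it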;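 further: myotubes were challenged with 10 µM simvastatin during compound exposure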
ERAP1 HTS inh: human ERAP1 aminopeptidase inhibitors, primary screen, biochemical, single point, plate reader; Endoplasmic reticulum aminopeptidase 1 (Homo sapiens), Q9NZ08; inhibition, % at 10.7 µM; 0.15% of 340,000 active; recombinant ERAP1, Leu-AMC fluorescence, 60 min;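 active means mean replicate inhibition of at least 30%, or all replicates individually reaching that 30% level; inactive means mean below 30% and not every replicate reaching it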;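 further: 0% = neutral control wells and 100% = L-leucinethiol positive control wells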
SIRT5 block: SIRT5 desuccinylase inhibitors, primary screen, biochemical, fluorescence imaging, single point, set 5; AID 652115, 2013; inhibition, % at 15 µM; Purified SirT5, succinyl-peptide AMC, trypsin-coupled fluorescence; 1.1% of 330,000 active; NAD-dependent protein deacylase sirtuin-5, mitochondrial (Homo sapiens), Q9NXA8; in the data active means inhibition above about 15%; inconclusive means no clear call, values can overlap the other calls
Target sequence (Q9NXA8 whole entry, looked up): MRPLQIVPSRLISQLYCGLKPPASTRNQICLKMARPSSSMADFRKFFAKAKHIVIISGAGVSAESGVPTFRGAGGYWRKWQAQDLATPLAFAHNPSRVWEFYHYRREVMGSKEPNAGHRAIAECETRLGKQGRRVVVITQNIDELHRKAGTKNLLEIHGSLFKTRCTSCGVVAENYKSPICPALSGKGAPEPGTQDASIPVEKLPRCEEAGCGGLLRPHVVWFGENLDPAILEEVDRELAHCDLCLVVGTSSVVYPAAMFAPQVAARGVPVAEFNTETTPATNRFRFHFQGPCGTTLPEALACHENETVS
Cneo AK release: Cryptococcus neoformans cell lysis inducers, primary screen, AK release luminescence, single concentration | AID 651654, 2012 | C. neoformans lysis, adenylate kinase release luminescence, 4 h; normalised: neutral wells 0, clomiphene wells 100 | lysis activity, % at 15 µM | 0.2% of 360,000 active;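 active means mean lysis activity across replicates of at least 80%, whatever share of replicates individually reach that level; inactive means mean lysis activity below 80%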
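Assay system: C. neoformans cells. Amount: yeast cell density of 5 × 10^6 cells/mL. Technique: AK luminescence. Buffer or medium: YPD. Times: static 4 h at 37 °C with compound, 1 h detection. Dosing: single-point compound dose. Read-out: lysis from increased AK signal.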
XiGFP reactiv: activators of inactive X chromosome reactivation, primary screen, imaging, XiGFP fibroblasts, GFP high-content imaging, set 2; XiGFP mouse fibroblasts, % GFP-positive cells imaging, 3 d; cells co-treated with 5-aza-dC sensitizer; scaled so ellipticine positive control = 100%; activation, % at 7.58 µM; 0.055% of 360,000 active; AID 743238, 2013;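 active means mean normalized replicate activation at least 10% and every replicate at or above 10%; inconclusive means only one of the two criteria met; inactive means mean below 10% and not all replicates reach 10%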;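 further: 0% = median of on-plate neutral control wells and 100% = ellipticine 6 µM median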
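System: 68-5-11 XiGFP fibroblast line | Buffer or medium: DMEM containing 5-aza-dC | Compound: Single point | Times: Compounds 3 days, fix/stain 15 min at room temperature | Benchmarks: Positive control ellipticine, 6 µM final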
S100A4 inh HTS: inhibitors of S100A4-myosin IIA peptide binding, primary screen, biochemical, fluorescence polarization, TAMRA-MyoIIA peptide. inhibition, % at 10.7 µM. AID 652163, 2013. Protein S100-A4 (Homo sapiens), P26447. 0.14% of 360,000 active;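 active means mean inhibition of at least 70% across replicates, with every replicate also reaching that level; inconclusive means mean inhibition reaches 70% but some replicates fall short; inactive means mean inhibition below 70%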
Target sequence (P26447 whole entry, looked up): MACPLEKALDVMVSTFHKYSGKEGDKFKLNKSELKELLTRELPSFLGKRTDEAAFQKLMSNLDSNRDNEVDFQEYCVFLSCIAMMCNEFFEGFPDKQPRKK
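Material: S100A4 monomer protein / Buffer or medium: 50 mM HEPES pH 7.2, 10 mM CaCl2, 100 mM KCl / Times: 5 min incubation before reading / Benchmarks: neutral control DMSO, positive control TFP / Reagent: labelled myosin peptide probe, 5 nM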
LGR2 inh: inhibitors of bursicon-induced LGR2 CRE-luciferase signal, primary screen, cell-based, HEK293, CRE-luciferase reporter, bursicon stimulation | bursicon-stimulated, 4 h | 0.35% of 380,000 active | Drosophila bursicon receptor LGR2 (rickets) | inhibition, % at 9.99 µM | AID 720647, 2013;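 active means drop in luminescence signal, shown as inhibition above about 50% in the replicate tests, limit read from the data, passing the limit was not always enough; inconclusive means probably only some replicates passing the limit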;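 further: agonist challenge used bursicon conditioned medium at about half maximal strength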
PGC1a acetyl inh: inhibitors of PGC1a acetylation signal, primary screen, cell-based, U2OS, AlphaScreen, inhibitor mode. AlphaScreen anti-acetyl-lysine; with virally co-expressed GCN5 acetyltransferase. 0.17% of 350,000 active. inhibition, % at 15.6 µM. AID 651687, 2012;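 active means every replicate shows inhibition of at least 40%; inconclusive means mean inhibition at least 40% but some replicate below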;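 further: 0% = neutral control wells and 100% = positive control wells; some results beyond the cut were filed as inactive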
An asterisk follows results filed as active; u = inconclusive; x = not tested or not shown; & = joins results of further samples.

SMILES	Statin myotox sup	ERAP1 HTS inh	SIRT5 block	Cneo AK release	XiGFP reactiv	S100A4 inh HTS	LGR2 inh	PGC1a acetyl inh
CC(C)(CCO)NC(=S)NC1CC2C=CC1C2 (stereo unspecified)	x	-3	-1	x	0.5	-2	-3	x
O=C(NC1CC1)C1=C[C@@H](C2CCCCC2)C[C@@H](OCCCCO)O1	10	-1	-3	0&14	-0.1	40&-5	-2	10
CC1=NN(c2ccccc2)C(=O)/C1=C/c1c(O)n(-c2ccc(F)cc2)[nH]c1=O	-1	x	x	-5	0.1	x	-23	7
Nc1nnc(SCCCC(=O)c2ccc(F)cc2)s1	x	2	x	x	0.1	-2	-24	x
Cc1ccc(C(=O)NCCN2C3=NC[C@H](Cc4ccc(O)cc4)N3C[C@H]2Cc2ccc(O)cc2)cc1Br	-54	1	x	3	0.1	0	-1	x
O=c1c2ccccc2c(C=Nc2ccccc2O)c(O)n1-c1nccs1	9	0	-2	x	0.0	6	8	-9
Clc1cccc(N2CCN(Cc3ccc(Br)o3)CC2)c1	10	1	0	-4	0.1	-11	-8	-1
CS(=O)(=O)c1ccccc1-c1nnc(NC(=O)C2=COCCO2)o1	-17	-1	-5	-1	0.1	-15	-14	7
COCc1cccc(-c2csc(C(O)c3ccc(F)cc3)n2)c1 (stereo unspecified)	3	4	x	-1	0.1	-1	-13	x
Cc1ccc(-c2nnc(NC(=O)c3ccco3)s2)cc1	-20	6	-4	-10	0.2	-1	-42	23
COc1cc(NS(=O)(=O)c2ccc(NC(=S)NC(=O)c3ccco3)cc2)ncn1	x	4	x	10	0.1	7	0	-3
COc1ccc(Cc2nnc(NC(=O)CS(=O)(=O)c3ccccc3)s2)cc1OC	4	-2	-1	-2	0.0	-2	15	x
CC(C)NC(=O)Nc1ccc2c(c1)C(=O)N([C@@H](C)CO)C[C@H](C)[C@H](CN(C)C)OCCCC[C@H](C)O2	x	3	3	1	0.2	5	-11	2
COc1ccccc1C(=O)COC(=O)c1ccc(N(C)C)cc1	x	-1	-2	x	0.0	-6	-166	-6
CCN1C(=O)[C@H]2[C@@H](c3ccc(OC)cc3)N[C@]3(CCCN(CC4CCCCC4)C3=O)[C@H]2C1=O	-5	0	-4	2	0.1	14	17	-11
COc1ccccc1S(=O)(=O)N[C@@H]1CC[C@H](CC(=O)NCc2cccc(F)c2)O[C@@H]1CO	8	2	-1	6	0.0	-3	-10	17
Cn1c(N)c(-c2nc3cccnc3n2C)sc1=S	x	9	3	x	0.1	-1	-9	x
CCCCn1c(N)c(N(CCOC)C(=O)c2ccc(N3C(=O)c4ccccc4C3=O)cc2)c(=O)[nH]c1=O	26	1	-3	-1	0.2	-13	1	x
CCCCn1c(SCC(=O)N2CCCCC2C)nc2cc(S(N)(=O)=O)ccc21 (stereo unspecified)	6	x	x	-1	x	x	2	2
CO/N=C/C(NC(=O)c1ccc(C(F)(F)F)cc1)C(=O)OC (stereo unspecified)	x	0	0	x	0.2	0	6	-8
COc1ccc(S(=O)(=O)Nc2ccc3c(c2)C(=O)N([C@@H](C)CO)C[C@@H](C)[C@@H](CN(C)S(=O)(=O)c2ccc(Cl)cc2)OCCCC[C@H](C)O3)cc1	x	2	21*	-14	0.1	-2	6	-11
COc1cccc(NC(=O)CN2C(=O)NC(Cc3c[nH]c4ccccc34)C2=O)c1 (stereo unspecified)	4	-5	1	0	0.1	-4	-4	13
Cc1ccc(S(=O)(=O)Nc2ccc3c(c2)CC(=O)N([C@@H](C)CO)C[C@@H](C)[C@H](CN(C)C(=O)NC(C)C)O3)cc1	20	2	-1	0	0.1	0	10	1
O=C(/C=C/c1ccc([N+](=O)[O-])cc1)/C=C/c1ccco1	x	0	1	0	0.2	2	-5	-13
NC(=O)CC(NC(=O)Cc1cccc2ccccc12)c1ccc(N2CCc3ccccc3C2)c([N+](=O)[O-])c1 (stereo unspecified)	17	-3	-2	-23	0.0	1	x	x

New compounds follow:
SMILES	Statin myotox sup	ERAP1 HTS inh	SIRT5 block	Cneo AK release	XiGFP reactiv	S100A4 inh HTS	LGR2 inh	PGC1a acetyl inh
Cc1ccc(C)c(Oc2ccc(S(=O)(=O)N3CCN(C)CC3)cn2)c1	1	2	2	-2	-0.1	-6	-15	x
COc1ccc(CCNS(=O)(=O)c2cc3c4c(c2)CCN4C(=O)CC3)cc1	x	-2	-3	x	-0.1	-5	-13	x
CN(C)C(=O)C[C@H]1CC[C@H]2[C@@H](COC[C@H](O)CN2CC2CCOCC2)O1	-4	1	2	-4	0.1	-18	2	-3
CCCNC(=O)C[C@@H]1CC[C@H]2NC[C@H](O)COC[C@@H]2O1	x	3	0&-4	x	-0.1&-0.1	-25&1	5&-6	-4
Cc1ccc(COC(=O)CCCN=C2NS(=O)(=O)c3ccccc32)cc1	12	-8	2	x	0.0	1	1	x
COc1ccc(S(=O)(=O)Nc2cccc3c2O[C@H](CN(C)S(=O)(=O)c2ccc(C)cc2)[C@@H](C)CN([C@H](C)CO)C3=O)cc1	25	x	x	4	0.2	x	3	-7
O=C(CNC(=O)c1ccco1)OCC(=O)c1ccccc1Cl	-3	3	1	1	0.2	0	18	-6
COc1ccc(C2CC(c3ccccc3)=NN2c2ccc(C(N)=O)cc2)cc1 (stereo unspecified)	4	-12	x	0	0.4	2	-11	-2
CCCC#Cc1ccc2c(c1)O[C@@H](CN(C)C(=O)NCCC)[C@H](C)CN([C@@H](C)CO)S2(=O)=O	-25	-1	0	-2	-0.2	2	-17	0
C=CCC[C@@H](Cc1ccc(F)cc1)C(=O)OC[C@H](Cc1c[nH]c2ccccc12)NC(=O)[C@@H](CC=C)CC(=O)N[C@@H](CO)Cc1ccccc1	-3	x	x	6	0.2	14	-8	x
Cc1onc(-c2c(F)cccc2Cl)c1C(=O)N1CCSCC1	x	1	-2	-1	0.0	-4	8	10
COc1ccc(NC(=O)COc2cccc(-n3cnnn3)c2)cc1Cl	-7	-5	-7	-1	0.0	-1	8	x
COc1ccc(OC(C)C(=O)NCCC2=CCCCC2)cc1 (stereo unspecified)	8	1	5	-5	0.3	u	-6	-11
N#Cc1ccc(-c2ccc([C@H]3[C@H](CO)N4C(=O)CN(C(=O)C5CCCC5)C[C@@H]34)cc2)cc1	x	-1	-4	x	0.0	-1	8	-18
C[C@@H]1CCCCO[C@H](CN(C)Cc2ccc(C(F)(F)F)cc2)[C@H](C)CN([C@@H](C)CO)C(=O)c2cc(NS(C)(=O)=O)ccc2O1	x	x	x	4	0.0	x	12	-2
COCC(=O)Nc1ccc2c(c1)[C@H]1C[C@@H](CC(=O)NCc3ccccc3F)O[C@@H](CO)[C@H]1O2	-3	-4	-1	0	0.0	-20	10	-2
COCC1CCCCN1C(=O)c1cc(COc2ccc3ncccc3c2)on1 (stereo unspecified)	-36	2	-3	-1	-0.1	-4	14	x
C[C@@H]1CN([C@H](C)CO)C(=O)c2cc(C#CC3(O)CCCC3)cnc2O[C@@H]1CN(C)C(=O)CN(C)C	x	0	10	-3	0.0	-7	3	18
Cc1ccc(C(=O)COC(=O)COc2ccccc2[N+](=O)[O-])s1	0	4	4	0	0.1	-4	-13	3
COc1ccccc1-n1cc([C@@H]2C[C@H]3CN(c4ccccc4)C(=O)[C@]34CCCN24)cn1	x	-1	-4	x	0.3	-28	25	8
CC(=O)N(C)C[C@H]1Oc2ncc(C#Cc3ccc(F)cc3)cc2C(=O)N([C@H](C)CO)C[C@@H]1C	9	x	x	x	-1.2	x	-11	-1
COCC#Cc1cnc2c(c1)C(=O)N([C@H](C)CO)C[C@@H](C)[C@@H](CN(C)C(=O)Nc1ccc(OC)cc1)O2	-1	8	3	97*	-0.7	4	5	8
Cc1cc(C(=O)NNC(=O)c2ccc(C(F)(F)F)cc2)no1	x	1	-1	x	0.3	-4	29	x
CC(C)(C)C(=O)N1CCN(c2nc3ccc(Br)cc3s2)CC1	-20	-2	6	-3	0.1	1	-82	-11
O=C(Nc1cccc(NC(=O)c2ccco2)c1)c1ccccc1	0	-2	0	0	0.0	-1	0	x

Further results follow:
SMILES	Statin myotox sup	ERAP1 HTS inh	SIRT5 block	Cneo AK release	XiGFP reactiv	S100A4 inh HTS	LGR2 inh	PGC1a acetyl inh
COc1ccc(S(=O)(=O)Nc2ccc3c(c2)C(=O)N([C@@H](C)CO)C[C@H](C)[C@H](CN(C)Cc2ccc(C(=O)O)cc2)OCCCC[C@H](C)O3)cc1	x	-6	0	1	0.1	-6	2	6
C[C@]12C(=O)N(c3ccccc3)C(=O)N1[C@H]1c3ccccc3OC[C@@H]1[C@H]2c1ccccc1	8	-1	x	-1	0.0	12	17	-1
COc1ccc(/C=N/N2C(C)CCCC2C)cc1OC (stereo unspecified)	8	0	-3	0	0.1	-4	0	-2
Cc1cc([N+](=O)[O-])ccc1NC(=O)CSc1nncn1-c1ccccn1	-5	1	-3	3	0.0	0	3	2
Cc1cccc(NC(=S)NC(=O)/C=C/c2ccccc2)n1	-4	-2	-4	-1	0.0	-3	-54	10
CC(C)CC#Cc1cnc2c(c1)C(=O)N([C@H](C)CO)C[C@H](C)[C@H](CN(C)C(=O)c1ccccc1F)O2	-1	-1	1	-3	0.2	-2	10	-10
Cc1ccc(CSCC(=O)Nc2ccccc2C(=O)O)cc1	-5	-1	-6	1	0.0	0	-23	-2
O=C(Nc1ccccc1O)C(c1ccccc1)c1ccccc1	5	3	-3	-1	0.0	-6	31	x
CCN(CCn1cccn1)C(=O)CCc1nnc(CCc2ccccc2OC)o1	3	-3	0	-8	0.2	-12	24	14
COc1ccc2nc(NC(=O)CSC(C)C(=O)Nc3cc(C)on3)sc2c1 (stereo unspecified)	-6	1	-1	-4	0.2	3	-1	-1
O=C(Nc1cc([N+](=O)[O-])ccc1Cl)c1ccc2c(c1)OCO2	x	0	-2	x	0.4	-8	3	x
CCCNC(=O)N1CC2(CN(Cc3ccncc3)C2)c2c(n(C)c3cc(OC)ccc23)[C@@H]1CO	x	3	-8	x	0.3	2	-11	6

Rewritten as labelled records: two of the compounds above
> C[C@]12C(=O)N(c3ccccc3)C(=O)N1[C@H]1c3ccccc3OC[C@@H]1[C@H]2c1ccccc1
  Statin myotox sup: 8; ERAP1 HTS inh: -1; SIRT5 block: x; Cneo AK release: -1; XiGFP reactiv: 0.0; S100A4 inh HTS: 12; LGR2 inh: 17; PGC1a acetyl inh: -1

> CC(C)CC#Cc1cnc2c(c1)C(=O)N([C@H](C)CO)C[C@H](C)[C@H](CN(C)C(=O)c1ccccc1F)O2
  Statin myotox sup: -1; ERAP1 HTS inh: -1; SIRT5 block: 1; Cneo AK release: -3; XiGFP reactiv: 0.2; S100A4 inh HTS: -2; LGR2 inh: 10; PGC1a acetyl inh: -10

Not all compounds are listed, so the mix of outcomes need not match the whole.
